CXXC DNA block: qHTS Fluorescence Polarization Assay for Inhibitors of MLL CXXC domain - DNA interaction; Histone-lysine N-methyltransferase 2A (Homo sapiens), Q03164; MLL-CXXC / FITC-HOXA9 DNA fluorescence polarization; Potency, µM (series often up to 115 µM), without a hit: at the highest dose activity change, negative = inhibition, usual class: inhibitors; 0.037% of 290,000 active; active means well fitted inhibition curve with a large enough effect in the polarisation, with a control signal flat, not every such curve was filed as active; inconclusive means small, poorly fitted or top-dose-only effect, or effect the other way, or a change in a side signal; inactive means no such curve, though single readings can be large or run the other way; the % refers to the polarisation; further: potency means the concentration at half of the fitted maximal effect
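Purified MLL-CXXC (added from a 7 uM solution) was preincubated 5 min at ambient with pinned compounds in 50 mM Tris-HCl pH 7.5, 50 mM NaCl, 1 mM DTT, 0.05% BSA. Fluorescein-labeled HOX-A9 DNA (50 nM solution) followed, 30 min, then polarization read.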
Integrin act MD: qHTS for Activators of Integrin-Mediated Alleviation for Muscular Dystrophy. alpha7betagal myoblasts, beta-gal FDG fluorescence, 48 h. Potency, µM (doses to about 38.3 µM), for inactives: at the highest dose activation, actives largely listed as activators. 0.064% of 350,000 active;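 further: potency means the concentration at half of the fitted maximal effect; 100% = response of the positive control SU9516; nearly all actives have a fitted effect of over 60% in size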
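alpha7betagal+/- myoblasts (passage 13, 250/well) treated 48 h at 37C with compounds at 1:260 dilution of DMSO stock. Lysed, then beta-galactosidase activity read as FDG fluorescence (ex 480/em 540) after 30 min, with pre-read for autofluorescence.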
A-T KAP1 phos: qHTS Assay for Identifying a Potential Treatment of Ataxia-Telangiectasia; […] A-T fibroblasts, KAP-1 phosphorylation AlphaLISA; neocarzinostatin DNA damage 30 min before lysis; Potency, µM (series often up to 57.5 µM), for the others: top-dose activation, hits mostly activators; 0.19% of 320,000 active; AID 485349, 2010; further: potency means the concentration at half of the fitted maximal effect; % of control where 0% means no effect; nearly all actives have a fitted effect of over 45% in size
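ATM-like activity read as KAP-1 phosphorylation via AlphaLISA donor/acceptor antibody pairs after lysis and 6 hr at 25C. Cells were ATM-null patient fibroblasts ([…], hTERT), dosed 60 min, then exposed to the DSB inducer NCS for 30 min.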
S-ASM inh: Inhibitors of Secretory Acid Sphingomyelinase (S-ASM): qHTS; placental ASM, HMU-PC fluorogenic substrate, 60 min; Sphingomyelin phosphodiesterase (Homo sapiens), P17405; Potency, µM (doses to about 57.5 µM), inactives show at the highest dose activity change, negative = inhibition, most hits filed as inhibitors; 0.006% of 340,000 active; further: potency means the concentration at half of the fitted maximal effect
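Fluorogenic HMU-PC substrate (9 uM final) is turned over by placental ASM in 60 min at 37 C after a 10 min compound preincubation. Reaction ended by alkaline stop (pH 10), with fluorescence read at 386/447 nm.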
GALK inh: qHTS Assay for Inhibitors of Human Galactokinase (GALK) | AID 1868, 2009 | Potency, µM (highest dose often 57.5 µM), for the others: at the top dose activity change, negative = inhibition, most hits filed as inhibitors | P51570 | 0.007% of 270,000 active | Purified GALK, Kinase-Glo residual ATP luminescence; further: potency means the concentration at half of the fitted maximal effect; on the % scale 0 is the no-effect control and ±100 the full control effect
Target sequence (P51570 whole entry, looked up): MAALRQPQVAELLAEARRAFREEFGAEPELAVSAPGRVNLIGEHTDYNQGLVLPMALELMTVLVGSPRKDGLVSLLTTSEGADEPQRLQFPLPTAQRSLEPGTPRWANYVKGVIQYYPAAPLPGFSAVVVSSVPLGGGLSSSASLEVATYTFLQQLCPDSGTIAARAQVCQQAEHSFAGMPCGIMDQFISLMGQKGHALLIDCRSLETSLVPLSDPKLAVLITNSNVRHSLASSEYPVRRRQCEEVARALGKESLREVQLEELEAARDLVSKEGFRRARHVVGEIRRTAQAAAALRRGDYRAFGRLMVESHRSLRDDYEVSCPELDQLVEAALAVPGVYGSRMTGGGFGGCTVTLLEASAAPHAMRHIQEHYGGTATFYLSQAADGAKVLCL
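Galactose (100 uM) and ATP (35 uM) were turned over by 5 nM GALK for 1 h at RT. Kinase-Glo Plus then converted the remaining ATP into a luminescent signal.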
KCNH2 3.1 inh: qHTS for Inhibitors of KCHN2 3.1: Mutant qHTS; 0.95% of 340,000 active; U2OS KCNH2 3.1, thallium flux FluxOr; stronger effect = lower value; AID 720553, 2013; activity change, % (tested at about 1.8 µM);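 active means maximum activity change below -70%; inconclusive means maximum activity change from -70% to -50%; inactive means maximum activity change above -50%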;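 further: thallium influx rate constant from kinetic fluorescence after stimulation buffer; on the % scale 0 is the no-effect control and ±100 the full control effect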
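Kinetic fluorescence (2 min after stimulation buffer) measures Tl+ influx through KCNH2 3.1 expressed by viral transduction in U2OS cells; the rate constant is normalized against DMSO controls serving as positive and negative references.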
TRPV1 agonist: HTS Assay for Compounds that Act as Agonists of the Vanilloid Receptor 1. Transient receptor potential cation channel subfamily V member 1 (Homo sapiens), Q8NER1. TRPV1-expressing cells, Fluo-8 calcium influx, agonist mode. activation, % at 8.33 µM. 0.19% of 320,000 active. AID 540275, 2011; in the data active means activation above about 80%; inconclusive means between about 30% and that limit; further: 0% is about no effect
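Cells expressing TRPV1 were dye-loaded with Fluo-8 and read kinetically: 10 s baseline, 3 min after compound (agonist portion), then 2 min after EC20 capsaicin (allosteric enhancer portion). Calcium-bound dye fluorescence at 480/520 nm.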
FBPA coupling cs: qHTS Assay for Inhibitors of Fructose-1,6-bisphosphate Aldolase from Giardia Lamblia: Coupling assay counterscreen. coupling enzyme system counterscreen, AmpLite Red fluorescence. activity change, negative = inhibition, % at 58.2 µM, hits read low. 0.67% of 290,000 active; in the data active means activity change below about -30%; further: on the % scale 0 is the no-effect control and ±100 the full control effect
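Compounds tested against the coupling enzymes alone at 57.5 uM final; readout was AmpLite Red fluorescence (525/598 nm) after 20 min at RT.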
MBNL1-CUG inh: qHTS Assay for Inhibitors of MBNL1-poly(CUG) RNA binding. 0.036% of 280,000 active. Muscleblind-like protein 1 (Homo sapiens), Q9NR56. Potency, µM (series often up to 57.5 µM), without a hit: top-dose activity change, negative = inhibition, hits mostly inhibitors. TR-FRET MBNL1-His/biotin-(CUG)12 binding, 665/545 ratio; active means well fitted inhibition curve with a large enough effect in the signal ratio, with a control signal flat, not every such curve was filed as active; inconclusive means small, poorly fitted or top-dose-only effect, or effect the other way, or a change in a side signal; inactive means no such curve, though single readings can be large or run the other way; the % refers to the signal ratio; further: potency means the concentration at half of the fitted maximal effect; on the % scale 0 is the no-effect control and ±100 the full control effect
Target sequence (Q9NR56 whole entry, looked up): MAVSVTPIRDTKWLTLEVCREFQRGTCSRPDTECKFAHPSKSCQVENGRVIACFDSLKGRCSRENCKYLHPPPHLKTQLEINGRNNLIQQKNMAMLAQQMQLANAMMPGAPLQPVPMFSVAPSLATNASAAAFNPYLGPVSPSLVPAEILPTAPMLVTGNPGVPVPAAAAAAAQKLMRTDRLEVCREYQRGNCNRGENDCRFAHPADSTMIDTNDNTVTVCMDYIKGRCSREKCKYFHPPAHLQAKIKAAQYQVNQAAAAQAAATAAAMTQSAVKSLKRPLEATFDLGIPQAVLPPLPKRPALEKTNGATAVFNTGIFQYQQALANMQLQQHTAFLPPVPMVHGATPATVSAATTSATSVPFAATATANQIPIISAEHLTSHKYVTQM
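Inhibition of protein-RNA binding appears as loss of TR-FRET between terbium anti-His antibody on MBNL1-His and streptavidin-XL665 on biotin-(CUG)12. Activity is normalized to buffer-only and uninhibited-complex controls.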
KCNH2 WT inh: qHTS for Inhibitors of KCHN2 3.1: Wildtype qHTS | Voltage-gated inwardly rectifying potassium channel KCNH2 (Homo sapiens), Q12809 | U2OS, BacMam KCNH2, thallium flux FluxOr; stronger effect = lower value | activity change, % at 1.84 µM | 0.37% of 340,000 active | AID 720551, 2013;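 active means maximum activity change below -70%; inconclusive means maximum activity change between -70% and -50%; inactive means maximum activity change above -50%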; further: on the % scale 0 is the no-effect control and ±100 the full control effect
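U2OS cells transduced with wild-type KCNH2 virus are loaded with FluxOr dye for 45 min, and thallium flux is measured in kinetic reads before and after stimulation buffer. Rate constants are normalized to DMSO controls.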
Numbers without * were called inactive; ? = inconclusive; nt = not tested or not shown; & = joins results of further samples; [ ] = another dose, or the depositor's remark. Unless noted, the call rests on the fitted dose curve; in most records, active means well fitted curve in the direction sought with a large enough effect; inconclusive means small, poorly fitted or top-dose-only effect, or another doubt; inactive means no such curve, though single readings can be large; an effect the other way counts as inactive or inconclusive.

item	smiles	CXXC DNA block	Integrin act MD	A-T KAP1 phos	S-ASM inh	GALK inh
1	CC(C)(C)NC(=O)Cn1c(=O)oc2ccc(Cl)cc21	4%	-10%	0%	3%	-1%
2	c1ccc(-c2sc3ccccc3c2-c2ccc(OCCN3CCOCC3)cc2)cc1	nt	-2%	1%	-17%	nt
3	CC(Sc1nnnn1C)C(=O)Nc1ccccc1-c1ccccc1 (stereo not given)	-1%	36%	-7%	0%	10%
4	CCCS(=O)(=O)Nc1ccc(N2CCCCC2)c(S(=O)(=O)Nc2ccccc2OC)c1	nt	15%	6%	-15%	nt
5	COc1ccccc1NCCC(=O)OCC(=O)Nc1cccc(S(=O)(=O)N(C)C)c1	nt	-14%	6%	1%	nt
6	Cc1ccc(CSc2nnc(-c3ccco3)o2)cc1	7%	23%	2%	-7%	-2%
7	Cc1nnc(N2C(=O)C(=O)/C(=C(/O)c3ccc4c(c3)CC(C)O4)C2c2ccccc2F)s1 (stereo not given)	15%	0%	-1%	-3%	-2%
8	Cc1ccc(NC(=O)C2CCCN(C(=O)NCc3ccccc3)C2)c(C)c1 (stereo not given)	1%	7%	5%	0%	0%
9	c1ccc(CCn2nnnc2C(c2cccs2)N2CCOCC2)cc1 (stereo not given)	3%	10%	1%	2%	-3%
10	O=C1N(c2cccc3ccccc23)C(c2ccccc2)N2CCCN12 (stereo not given)	-2%	13%	0%	1%	1%

item	KCNH2 3.1 inh	TRPV1 agonist	FBPA coupling cs	MBNL1-CUG inh	KCNH2 WT inh
1	3	3	4	6%	-12
2	-45	nt	nt	nt	32
3	-6	2	1	-2%	-16
4	-10	2	nt	nt	-3
5	3	1	nt	nt	-2
6	4	23	1	3%	-8
7	?	3	8	?	3
8	5	2	1	-4%	-9
9	6	3	3	-2%	-8
10	14	-3	0	11%	2

As entered above.
Result for entry 7 in Integrin act MD: 0%
Result for entry 10 in TRPV1 agonist: -3
Result for entry 6 in CXXC DNA block: 7%
Result for entry 8 in TRPV1 agonist: 2
Result for entry 4 in KCNH2 3.1 inh: -10

Continued:
item	smiles	CXXC DNA block	Integrin act MD	A-T KAP1 phos	S-ASM inh	GALK inh
11	COc1ccc(-n2c(=O)c3ccccc3n(CC(=O)NC3CCCC3)c2=O)c(OC)c1	3%	-11%	5%	3%	3%
12	O=C1CCC(=O)N(c2ccccc2)N1	-7%	-3%	-11%	1%	-2%
13	N/C(CN1CCCC1=O)=N\OC(=O)c1ccccc1Cl	8%	-12%	-1%	3%	2%
14	COc1ccccc1C1CCN(C(=O)c2ccccc2)CC1	-7%	0%	0%	-1%	-3%
15	CN(C)c1ccc(-c2cccc(C3CC=CC4C3C(=O)N(Cc3ccccc3)C4c3ccc4ccccc4c3)c2)cc1 (stereo not given)	-6%	-8%	-19%	4%	0%
16	CC1Cc2ccccc2N1C(=O)Cc1cccs1 (stereo not given)	19%	15%	7%	6%	0%
17	O=C(Nc1cccnc1Cl)c1ccc(S(=O)(=O)N2CCCCCC2)cc1	2%	2%[7.66 µM]	-1%	2%	0%
18	Cc1cccn2cc(-c3cccc(NC(=O)c4cccs4)c3)nc12	3%	6%	11%	-1%	5%
19	CCc1noc(C)c1C(=O)N1CCCC(N2CCN(c3cccc(Cl)c3)CC2)C1 (stereo not given)	-3%	10%	7%	0%	4%
20	COc1cccc(CNC(=O)CCCn2c(=S)[nH]c3cc4c(cc3c2=O)OCO4)c1	9%	-21%	-11%	-2%	-4%

item	KCNH2 3.1 inh	TRPV1 agonist	FBPA coupling cs	MBNL1-CUG inh	KCNH2 WT inh
11	6	-3	1	9%	3
12	-6	-1	-1	-6%	-3
13	1	-3	-2	4%	0
14	17	?	5	-3%	-7
15	-12	-4	-3&4	16%	-5
16	-4	2	0	10%	-8
17	11	23	-2	0%	28
18	-37	9	3	-3%	6
19	-2	-1	nt	1%	-3
20	-3	6	nt	65%[activator]	-1

Some of the entries so far, with one line to a screen:
[16] CC1Cc2ccccc2N1C(=O)Cc1cccs1 (stereo not given)
[4] CCCS(=O)(=O)Nc1ccc(N2CCCCC2)c(S(=O)(=O)Nc2ccccc2OC)c1
[12] O=C1CCC(=O)N(c2ccccc2)N1
[7] Cc1nnc(N2C(=O)C(=O)/C(=C(/O)c3ccc4c(c3)CC(C)O4)C2c2ccccc2F)s1 (stereo not given)
[1] CC(C)(C)NC(=O)Cn1c(=O)oc2ccc(Cl)cc21

assay / entry	16	4	12	7	1
CXXC DNA block	19%	nt	-7%	15%	4%
Integrin act MD	15%	15%	-3%	0%	-10%
A-T KAP1 phos	7%	6%	-11%	-1%	0%
S-ASM inh	6%	-15%	1%	-3%	3%
GALK inh	0%	nt	-2%	-2%	-1%
KCNH2 3.1 inh	-4	-10	-6	?	3
TRPV1 agonist	2	2	-1	3	3
FBPA coupling cs	0	nt	-1	8	4
MBNL1-CUG inh	10%	nt	-6%	?	6%
KCNH2 WT inh	-8	-3	-3	3	-12

Additional compounds follow.
item	smiles	CXXC DNA block	Integrin act MD	A-T KAP1 phos	S-ASM inh	GALK inh
21	COc1ccc(N2CCN(c3ccc(N)cc3C#N)CC2)cc1	0%	-4%	1%	6%	-3%
22	CC1CCC(C(C)C)C(OC(=O)C2=C3c4ccccc4S(=O)(=O)N3CC2)C1 (stereo not given)	4%	7%	nt	-1%	-4%
23	O=C(c1cccc(C(F)(F)F)c1)C1CCCN(C(=O)CCc2cnccn2)C1 (stereo not given)	-6%	15%	8%	-1%	2%
24	Cc1cc2cc(CNC(=S)Nc3ccc(OC(F)(F)F)cc3)ccc2[nH]1	3%	-14%	5%	-1%	nt
25	CC1(C)OC(=O)C(=NNc2ccc(C(=O)O)cc2)C(=O)O1	5%	-10%	8%	-6%	nt
26	CC1CCN(CC(=O)n2c3c(c4ccccc42)CCCC3)CC1	-3%	-19%	14%	2%	-1%
27	CCN1CC(c2ccccc2)C(c2ccc(Cl)cc2)=N1 (stereo not given)	1%	-28%	10%	-1%	-1%
28	CCCCNC(=O)C1(NC(=O)Nc2ccc(C)cc2)CCCCC1	-1%	-14%	16%	-1%	11%
29	Cc1ccc(/C=C/C(=O)NCc2ccccn2)o1	8%	-20%	0%	5%	1%
30	CSCCC(NC(=O)COc1ccccc1)C(=O)N1CCCCCC1 (stereo not given)	nt	-15%	-4%	4%	nt

item	KCNH2 3.1 inh	TRPV1 agonist	FBPA coupling cs	MBNL1-CUG inh	KCNH2 WT inh
21	21	-4	-3	5%	2
22	-11	-1	2	-3%	-9
23	0	7	4	-6%	-9
24	6	21	-5	-1%	-5
25	25	-3	2	?	1
26	-12	0	0	-1%	12
27	-2	14	-1	6%	3
28	11	8	1	-4%	1
29	4	1	0	-8%	-1
30	-12	7	nt	nt	-2

The results go on.
item	smiles	CXXC DNA block	Integrin act MD	A-T KAP1 phos	S-ASM inh	GALK inh
31	COc1c(O)cccc1/C=N/NC(=O)Cn1ccnc1C	10%	-42%	-15%	8%	-2%
32	CN(C)C(=O)c1cccn(Cc2ccc(C(F)(F)F)cc2)c1=O	4%	0%	-13%	0%	1%
33	N#CC1=C(N)Nc2ncnn2C1c1ccc(F)cc1 (stereo not given)	?	6%	4%	5%	0%
34	NC(=O)COC(=O)CN1C(=O)C2CCCCC2C1=O (stereo not given)	4%	15%	-1%	nt	-3%
35	O=C(CCl)Nc1ccccc1Sc1ccccc1	-4%	-62%[inhibitor]	1%	4%	1%
36	COc1cccc(CNC(=O)COC(=O)c2cccc(S(=O)(=O)N3CCCC3)c2)c1	nt	6%	1%	5%	nt
37	Cc1nc2nc(SCc3ccc([N+](=O)[O-])cc3)[nH]c2cc1Br	-4%	-13%	35%	-1%	0%
38	N#Cc1nc(-c2ccccc2F)oc1NCc1cccc2c1OCO2	-6%	15%	0%	-14%	1%
39	CCO[C@H]1OC(C(N)=O)=C[C@@H](C2CCCCC2)[C@@H]1CCCO	-26%	9%	8%	-2%	1%
40	O=C(Cc1ccccc1)NC1CCSc2ccccc21 (stereo not given)	1%	?	15%	-4%	6%

item	KCNH2 3.1 inh	TRPV1 agonist	FBPA coupling cs	MBNL1-CUG inh	KCNH2 WT inh
31	3	-2	-2	15%	23
32	6	0	0	-1%	3
33	15	-2	-3	-6%	-3
34	6	1	1	-5%	-10
35	-4	1	-7	10%	2
36	-9	?	nt	nt	-5
37	-4	2	0	6%	16
38	10	12	-4	4%	-8
39	-17	4	3	5%	-2
40	13	6	nt	-5%	-24

Source: PubChem BioAssay (National Center for Advancing Translational Sciences (NCATS))
